mIAP inh = mouse IAP inhibition | 0.2% of 330,000 active | AID 2806 | inhibition, % at 10 µM | purified mouse IAP, CDP-Star luminescence, 30 min;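 active = inhibition of at least 40% at 10 µM in the primary screen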;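 note: plate controls were DMSO with enzyme for no effect and no enzyme wells for full effect; values of inactives mirror those of a sister screen read the other way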
HKDC1 inh = HKDC1 (human) hexokinase inhibition; AID 493160; Q2TB90; recombinant HKDC1, G6PDH/diaphorase resazurin coupled fluorescence; inhibition, % at 20 µM; 0.16% of 340,000 active;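 active = inhibition above about 35% when tested at 20 µM, limit read from the data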;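 note: plate controls were DMSO wells with enzyme for no effect and DMSO wells lacking enzyme for full effect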
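Assay system – recombinant HKDC1 (HK5) hexokinase enzyme, produced in-house · Input – HKDC1 at 5 µg/mL · Reagent – glucose plus 1 mM ATP as hexokinase substrates · Timing – 90 min reaction incubation at room temperature, dark · Measured by – G6PDH/diaphorase-coupled fluorescence, 1 mM NADP, 100 µM resazurin, 525/613 nm · Benchmarks – DMSO-enzyme wells negative, buffer-substituted wells positive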
mIAP activ = increases mouse intestinal alkaline phosphatase activity | muIAP, CDP-Star luminescence, 30 min; active compounds read high; 1 = vehicle-only enzyme signal, 0 = enzyme-free wells | activation factor at 10 µM | 0.24% of 330,000 active;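 active = activation factor of at least 2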; note: the source names both 10 and 20 µM as test concentration; values of inactives mirror those of a sister screen read the other way
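Assay system: mouse IAP enzyme; reagent: chemiluminescent substrate CDP-Star; dosing: test compounds delivered from DMSO solution; schedule: 30 min at room temperature; measured by: luminescence from enzymatic CDP-Star hydrolysis; controls: DMSO-only wells and no-enzyme negative control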
ATG4B inhibitor = blocks human ATG4B protease cleavage of LC3 substrate | Q9Y4P1 | ATG4B cleavage of LC3-PLA2, NBD-HPC fluorescence, 1 h | 0.51% of 340,000 active | inhibition, % at 8.33 µM; in the data active = inhibition above about 40%
hIAP activ = increases human intestinal alkaline phosphatase activity | 0.16% of 330,000 active | purified human IAP, CDP-Star luminescence, 30 min; active compounds read high; 1 = vehicle-only enzyme, 0 = enzyme-free background | activation factor at 10 µM | P09923;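 active = activation factor of the enzyme at least 2-fold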; note: the source names both 10 and 20 µM as test concentration; values of inactives mirror those of a sister screen read the other way
Target sequence (P09923 whole entry, looked up): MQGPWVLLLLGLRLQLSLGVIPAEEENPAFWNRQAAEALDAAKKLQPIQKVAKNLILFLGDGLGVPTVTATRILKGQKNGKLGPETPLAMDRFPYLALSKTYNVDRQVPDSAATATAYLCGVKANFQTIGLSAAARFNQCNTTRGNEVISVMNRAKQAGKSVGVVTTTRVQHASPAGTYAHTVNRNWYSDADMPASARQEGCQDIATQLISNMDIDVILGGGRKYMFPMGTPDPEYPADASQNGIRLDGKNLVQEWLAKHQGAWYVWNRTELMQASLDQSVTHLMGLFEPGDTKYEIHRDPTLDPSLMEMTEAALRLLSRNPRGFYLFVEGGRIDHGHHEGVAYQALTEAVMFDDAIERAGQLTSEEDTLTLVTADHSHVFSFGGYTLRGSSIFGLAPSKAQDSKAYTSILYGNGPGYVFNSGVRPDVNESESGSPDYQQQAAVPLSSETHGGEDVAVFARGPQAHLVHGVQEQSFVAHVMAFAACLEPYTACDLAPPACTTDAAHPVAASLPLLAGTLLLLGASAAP
PfG6PD inh = PfG6PD (Plasmodium falciparum) enzyme inhibition; AID 504690; 0.78% of 350,000 active; PfGluPho enzyme, NADPH resazurin-diaphorase fluorescence; inhibition, % at 20 µM;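 active = inhibition reaching at least a set limit at 20 µM in the primary screen, cut at about 59% in these data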;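 note: 0% = DMSO wells with substrate and 100% = DMSO wells lacking glucose-6-phosphate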
hIAP inh = human IAP inhibition. 0.12% of 330,000 active. inhibition, % at 10 µM. purified IAP, CDP-Star luminescence, 30 min. P09923;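 active = inhibition reaching a set limit with compound at 10 µM in the primary screen, cut at about 35% in these data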;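 note: plate controls were DMSO wells with enzyme for no effect and no-enzyme buffer wells for full effect; values of inactives mirror those of a sister screen read the other way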
APOBEC3A inh = human APOBEC3A DNA deaminase inhibition; 0.41% of 330,000 active; inhibition, % at 20 µM; P31941; recombinant A3A, FAM/TAMRA ssDNA deamination fluorescence;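 active = at least 40% inhibition at 20 µM here, with at most 30% in a related deaminase screen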;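 note: plate controls were A3A with DMSO for no effect and wells lacking A3A enzyme for full effect; some results filed as inactive read as strong as hits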
Target sequence (P31941 whole entry, looked up): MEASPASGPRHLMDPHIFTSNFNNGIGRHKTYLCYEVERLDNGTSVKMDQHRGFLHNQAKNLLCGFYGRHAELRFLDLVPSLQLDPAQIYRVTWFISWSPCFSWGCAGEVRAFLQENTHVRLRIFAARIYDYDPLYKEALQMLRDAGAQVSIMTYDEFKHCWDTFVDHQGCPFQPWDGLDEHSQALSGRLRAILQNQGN
Active calls of the source: *; . = not tested or not shown. No enrichment for hits; about 2.4% have a hit in one of these screens.

mIAP inh	HKDC1 inh	mIAP activ	ATG4B inhibitor	hIAP activ	PfG6PD inh	hIAP inh	APOBEC3A inh	SMILES
4	-2	0.96	-8	1.2	-1	-15	0	CN(CCC1CCOCC1)Cc1cn[nH]c1-c1ccc(-c2ccccc2)cc1
-1	5	1	35	1.1	5	-6	1	CN(C)c1ccc(C2C3CCCc4ccccc4C3=NN2C)cc1 (configuration not stated)
-1	1	1	-3	0.92	-3	8	-2	COC(=O)COc1ccc(S(=O)(=O)Nc2ccc3c(c2)OCO3)cc1
8	-2	0.92	0	1	4	0	-3	CCOC(=O)Cn1c(=O)oc2cc(S(=O)(=O)N3CCc4ccccc43)ccc21
12	3	0.88	-20	1	33	0	-6	Cc1c(C)c2c(OCC(=O)N3CCC(O)CC3)cc3c(c2oc1=O)CCC(C)(C)O3
3	10	0.97	-5	1.2	14	-17	-2	Cc1nc2ncccn2c1-c1csc(Nc2ccccc2)n1
1	.	0.99	.	1.1	.	-14	-8	O=C(C1=C[C@@H]2[C@H]3C(=O)N(c4ccccc4Cl)C(=O)[C@H]3[C@@H](C(=O)c3ccc(Cl)cc3)N2C=C1)c1ccccc1
9	-16	0.91	-7	0.99	6	1	7	CC(OC(=O)c1ccncc1)C(=O)Nc1cc(S(=O)(=O)N2CCCCC2)ccc1Cl (configuration not stated)
8	-6	0.92	-5	1.3	-12	-28	-4	COc1ccccc1/C=C/C(=O)NCC(=O)N/N=C(\CCC(=O)O)c1ccccc1
-5	3	1.1	-1	1	11	0	0	COc1ccc2c(Cl)c(C(=O)NN3CCN(C)CC3)sc2c1
-5	6	1.1	5	0.95	-1	5	5	CCCC(C(=O)NC(C)(C)C)N(Cc1ccccc1Cl)C(=O)c1snc(C(N)=O)c1N (configuration not stated)
-1	-3	1	3	0.94	-15	6	-8	CCOC(=O)C1CCN(Cc2ccc(OC)c(OCc3ccccc3)c2)CC1
-8	-3	1.1	6	0.9	-16	10	4	N#C/C(=C\c1ccco1)C(=O)Nn1cnnc1
7	-7	0.93	2	0.84	8	16	-5	O=C1CC(N2CCN(c3ccccc3)CC2)C(=O)N1c1cccc(Cl)c1 (configuration not stated)
1	2	0.99	-3	0.92	3	8	-3	CCCCCCc1ccc(OC(=O)c2ccncc2)cc1
3	-4	0.97	3	1	-10	0	-1	Cc1ccc2c(c1)CCCN2C(=O)c1cc(C)on1
4	4	0.96	5	0.79	-12	21	4	Cc1cccc(NC(=O)Cn2nc(C(F)(F)F)cc2C2CC2)c1
5	-7	0.95	-7	1	0	-2	-1	Cc1ccc(NC(=O)c2cccc(N3C(=O)C4C5CCC(C5)C4C3=O)c2)c(C)c1 (configuration not stated)
22	-3	0.78	-9	0.74	9	26	5	Cc1ccc(C(=O)NNc2c3ccccc3nc3ccccc23)cc1
3	-1	0.97	8	0.82	0	18	20	Cc1cccc(N2CCN(S(=O)(=O)c3ccc4c(c3)C(C)(C)C(=O)N4C)CC2)c1C
-1	-5	1	-11	0.88	-3	12	2	COc1ccc(Oc2nc(Oc3ccc(OC)cc3)nc(Oc3ccc(OC)cc3)n2)cc1
8	-3	0.92	-4	1.1	13	-10	-1	O=C(CCNS(=O)(=O)c1ccccc1)N1CCN(c2ccccc2F)CC1
1	-4	0.99	0	1.1	5	-5	-4	NC(=O)c1ccccc1NC(=O)COC(=O)CSCc1cccc(Cl)c1
1	5	0.99	4	0.62	26	38*	-5	COc1ccc(N=Cc2sc3ccccc3c2Cl)cc1
-7	-3	1.1	10	0.96	11	4	-9	Cc1cc(C)cc(OCC(=O)O/N=C(\N)c2ccccn2)c1
-8	-3	1.1	-7	1	-8	0	-2	CCC(C(=O)Nc1nccs1)c1ccccc1 (configuration not stated)
-8	-8	1.1	-5	1.1	6	-12	-1	COc1ccc(CCNC(=O)C/C(C)=N/NC(=O)c2cnccn2)cc1
3	-1	0.97	7	0.91	-4	9	0	COC(=O)COc1ccc2c(=O)c(Oc3ccccc3)c(C)oc2c1
14	4	0.86	-5	0.92	18	8	-5	COC(=O)c1cc2ccsc2n1Cc1nc(-c2ccc(Cl)cc2)oc1C
-8	3	1.1	5	1	30	-4	3	CCCCNc1c(-c2cccc(SC(C)CC)c2)nc2ccc(Cl)cn12 (configuration not stated)

In a second layout: entries from further up.
Value order: mIAP inh	HKDC1 inh	mIAP activ	ATG4B inhibitor	hIAP activ	PfG6PD inh	hIAP inh	APOBEC3A inh
- Cc1ccc(C(=O)NNc2c3ccccc3nc3ccccc23)cc1
→ 22	-3	0.78	-9	0.74	9	26	5
- Cc1cccc(N2CCN(S(=O)(=O)c3ccc4c(c3)C(C)(C)C(=O)N4C)CC2)c1C
→ 3	-1	0.97	8	0.82	0	18	20
- COc1ccc(Oc2nc(Oc3ccc(OC)cc3)nc(Oc3ccc(OC)cc3)n2)cc1
→ -1	-5	1	-11	0.88	-3	12	2
- O=C(CCNS(=O)(=O)c1ccccc1)N1CCN(c2ccccc2F)CC1
→ 8	-3	0.92	-4	1.1	13	-10	-1
- NC(=O)c1ccccc1NC(=O)COC(=O)CSCc1cccc(Cl)c1
→ 1	-4	0.99	0	1.1	5	-5	-4

The listing continues.
mIAP inh	HKDC1 inh	mIAP activ	ATG4B inhibitor	hIAP activ	PfG6PD inh	hIAP inh	APOBEC3A inh	SMILES
16	-9	0.84	4	1.1	18	-7	-3	CCOC(=O)c1c(-c2ccc(F)cc2)csc1NC(=O)CCN1C(=O)c2ccccc2C1=O
-2	-7	1	-3	0.92	2	8	3	Cc1nc2c(nnn2Cc2ccccc2)c(=O)[nH]1
-237	1	3.4*	23	1.3	5	-28	0	COc1cc(NC(=O)NC2Cc3ccccc3C2)cc(OC)c1
4	-7	0.95	-7	1.1	11	-10	-5	CC(NC(=O)CCC(=O)NCc1ccc(F)cc1)c1ccccc1 (configuration not stated)
-2	9	1	2	0.96	4	4	-2	CC(C)OCCCNC(=O)c1cc(Sc2ccc(F)cc2)nc2ccccc12
5	-8	0.95	12	0.83	2	17	0	CCCc1nnc(NC(=O)CCC(=O)NCCc2ccc(Cl)cc2)s1
-12	-6	1.1	-4	1.1	29	-14	-6	CCCOc1cccc(C(=O)O)c1
0	-9	1	0	0.94	66*	6	-6	COc1ccccc1CNc1ccc(N2CCCCC2)cc1
0	-3	1	0	0.89	-5	11	-1	O=C1c2ccncc2C(=O)N1CNc1ccc(Cl)cc1
-2	-9	1	-3	1	7	-1	0	O=C(COC(=O)Cc1ccc([N+](=O)[O-])cc1)NCc1ccc2c(c1)OCO2
2	-5	0.98	5	0.97	1	2	-2	COc1ccc(Cc2nc3ccc(C(=O)NCc4cc(C)no4)cc3o2)cc1OC
-1	-4	1	1	1	2	-1	-4	CCOC(=O)CN1C(=O)C(=O)N(Cc2c(C)cc(C)cc2C)C1=O
3	2	0.97	5	0.87	-2	13	-2	O=C(COC(=O)c1ccc([N+](=O)[O-])cc1Cl)NCc1ccco1
6	0	0.94	-8	1.1	-1	-12	6	O=C(NC1CCCC1)C(c1ccncc1)N(C(=O)Cc1cccs1)c1ccccc1 (configuration not stated)
-8	-4	1.1	-5	0.91	21	9	-1	CN(C(=O)COC(=O)c1cnc(Cl)c(Cl)c1)C1CCS(=O)(=O)C1 (configuration not stated)
12	-8	0.88	-5	1.1	-7	-15	-5	O=C(NCc1ccccc1)C(=O)c1cn(CC(=O)N2CCOCC2)c2ccccc12
2	6	0.98	8	0.85	-3	14	1	O=C(O)CCN1Cc2ccccc2C1=O
8	10	0.92	4	0.82	-44	18	-2	N=C1/C(=C/c2ccc(OCc3ccccc3)cc2)C(=O)N=C2SC(CC(=O)N3CCOCC3)=NN12
-4	-3	1	0	1.1	-13	-12	-6	CCCc1nn2c(=O)cc(CSCC(=O)Nc3ccccc3OC)nc2s1
23	-1	0.77	-1	0.79	34	22	9	Cc1[nH]c2ccccc2c1/C=N/Nc1ccccc1[N+](=O)[O-]
6	-2	0.94	-12	1	11	0	-5	O=C(Nc1ncccc1O)c1cccc(S(=O)(=O)N2CCCC2)c1
19	.	0.81	.	0.92	.	8	3	CC(C)(C)C1CCc2onc(C(=O)Nc3cccc(O)c3)c2C1 (configuration not stated)
-2	-2	1	-2	1.3	13	-29	-3	CC(=O)c1cccc(OCC(O)CN2CCN(S(=O)(=O)c3c(F)cccc3F)CC2)c1 (configuration not stated)
-13	8	1.1	11	1.1	14	-5	-2	CN(C(=O)Cc1c[nH]c2ccccc12)C(C(=O)Nc1ccc2c(c1)OCO2)c1ccccc1 (configuration not stated)
-11	-2	1.1	-6	0.98	-14	2	-1	Cn1c2cc(Br)sc2c2cnn(Cc3ccc(F)cc3F)c(=O)c21
0	0	1	2	0.93	-14	7	-6	C/C(=N\NC(=O)c1ccc2ccccc2c1)c1cccnc1
0	-5	1	-7	0.92	0	8	-4	CCC/C(=N/NC(=O)c1ccc2c(c1)OCO2)c1cccs1
4	-5	0.96	-4	1	12	0	0	O=C1NC(=O)C2(CCCc3ccccc32)N1 (configuration not stated)
11	1	0.89	-7	0.89	19	11	0	O=C(OCc1nc(-c2ccccc2Cl)no1)c1ccco1
-2	3	1	-5	0.88	7	12	-4	COC(=O)c1ccccc1NC(=S)NC(=O)COc1ccc(C)cc1
-1	-4	1	3	0.92	-12	8	3	O=C(O)c1ccccc1SSc1ccccc1C(=O)O
2	-4	0.97	-17	0.95	26	5	-3	CCc1ccc(NC(=O)CN2CCCN(S(=O)(=O)c3ccc(F)cc3)CC2)cc1
27	17	0.73	22	1.1	-6	-10	-1	COc1ccc(-n2c(C)cc(/C=C3\SC(=S)NC3=O)c2C)cc1
5	-4	0.95	-5	0.92	1	8	0	CC(C)C[C@@H](COc1ccccc1)N1CCN(C)CCC1=O
-3	-1	1	19	1.1	26	-13	5	N#Cc1c(NC(=O)c2cnn3cccnc23)sc2c1CCCC2
-6	-4	1.1	19	0.98	-2	2	-1	O=C(Nc1cccc(F)c1)Nc1ccnn1C1CCN(C(=O)c2cscn2)CC1
